V1R ag counter – V1a receptor agonism, counter-screen for OXTR agonists | P37288 | CHO-V1R cells, Fluo-8 calcium fluorescence, agonist mode; 0% DMSO, 100% 3 nM vasopressin | activation, % at 3 µM | 320,000 compounds, 0.25% hits;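 active = activation above the mean activation of all tested compounds plus 3 SD, per screening run, cut at about 20% in these data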;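 also: signal is peak over basal fluorescence ratio across a 100 second FLIPR read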
DNA FID counter – counter-screen for HCV NS3 helicase inhibitors: DNA intercalator displacement; DNA fluorescent intercalator displacement, fluorescence; inhibition, % at 7.9 µM; 290,000 compounds, 0.17% hits; in the data active = inhibition above about 37%;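 also: 0% = vehicle and 100% = reference compound; higher means more ethidium bromide displaced from hairpin DNA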
IMP-1 inhibitor – inhibitors of Pseudomonas aeruginosa IMP-1 metallo-beta-lactamase. purified IMP-1, nitrocefin hydrolysis, epi-absorbance fluorescence. AID 1556. 290,000 compounds, 0.45% hits. inhibition, % at 5.6 µM;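 active = inhibition above the mean plus 3 SD of all compounds in the same screening run, cut at about 4.5% in these data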;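 also: 0% = IMP-1 with DMSO and 100% = DMSO wells lacking enzyme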
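system = purified recombinant IMP-1 beta-lactamase | amount = 0.2 nM IMP-1, as dispensed | medium = HEPES buffer pH 7.1 with ZnSO4 and Brij 35 | times = 25 °C, 15 min preincubation, 25 min reaction | detection = plate fluorescence quenching by hydrolysis product, ex 480/em 530 nm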
VIM-2 inh – blocks Pseudomonas aeruginosa VIM-2 metallo-beta-lactamase. purified VIM-2, nitrocefin hydrolysis, epi-absorbance fluorescence. inhibition, % at 5.6 µM. 290,000 compounds, 0.89% hits. AID 1527;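 active = inhibition above the mean of all tested compounds plus 3 SD, cutoff set per screening run, cut at about 7.5% in these data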;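 also: red hydrolysis product quenches plate fluorescence so inhibitors raise well fluorescence; 0% = enzyme with DMSO and 100% = DMSO without enzyme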
PHOSPHO1 block – PHOSPHO1 (human) inhibition. 290,000 compounds, 1.1% hits. Q8TCT1. AID 1565. inhibition, % at 13.3 µM. recombinant PHOSPHO1, absorbance phosphatase assay; in the data active = inhibition above about 60%
Target sequence (Q8TCT1 whole entry, looked up): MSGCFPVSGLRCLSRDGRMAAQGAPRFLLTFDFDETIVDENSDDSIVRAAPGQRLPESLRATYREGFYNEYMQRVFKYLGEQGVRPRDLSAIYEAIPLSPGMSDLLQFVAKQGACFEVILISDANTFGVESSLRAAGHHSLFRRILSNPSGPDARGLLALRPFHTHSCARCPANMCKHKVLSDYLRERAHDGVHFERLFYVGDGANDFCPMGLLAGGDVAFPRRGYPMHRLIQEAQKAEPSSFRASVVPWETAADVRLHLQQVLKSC
OXTR ag – human OXTR agonism. 320,000 compounds, 0.32% hits. P30559. AID 2435. activation, % at 3 µM. CHO-OTR cells, Fluo-8 calcium fluorescence; normalized: DMSO 0%, oxytocin 100%;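 active = activation above the mean of all tested compounds plus 3 SD, cutoff set per screening run, cut at about 20% in these data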;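 also: peak over basal fluorescence ratio from a 100 s FLIPR kinetic read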
Target sequence (P30559 whole entry, looked up): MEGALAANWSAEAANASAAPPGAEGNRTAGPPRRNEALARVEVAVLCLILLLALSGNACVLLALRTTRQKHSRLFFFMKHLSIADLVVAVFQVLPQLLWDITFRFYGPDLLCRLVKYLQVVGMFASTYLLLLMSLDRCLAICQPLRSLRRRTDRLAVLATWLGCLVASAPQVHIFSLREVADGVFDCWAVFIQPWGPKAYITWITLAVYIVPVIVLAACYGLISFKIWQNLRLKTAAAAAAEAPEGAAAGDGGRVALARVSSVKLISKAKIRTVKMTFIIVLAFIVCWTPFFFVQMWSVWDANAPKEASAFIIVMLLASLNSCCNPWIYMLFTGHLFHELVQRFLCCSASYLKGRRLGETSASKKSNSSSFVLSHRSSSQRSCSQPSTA
GalR3 antagonist – antagonists of human GalR3. O60755. AID 651719. HEK293 GalR3-CNG cAMP membrane potential fluorescence; galR3 body fused to GalR1 C-terminus. inhibition, % at 3 µM. 360,000 compounds, 0.44% hits;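 active = inhibition above the screen-wide average plus 3 SD, cut at about 13% in these data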;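 also: forskolin and galanin both at EC90 stimulate the cells; cAMP rise reported by CNG channel membrane potential dye signal; 0% = forskolin plus galanin with DMSO and 100% = forskolin alone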
GPR7 antag – antagonists of human GPR7 (neuropeptides B/W receptor 1); GPR7-expressing cells, fluorescence antagonist assay; inhibition, % at 4.4 µM; 290,000 compounds, 1.1% hits; P48145; AID 1861; in the data active = inhibition above about 16%, passing the limit was not always enough;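 also: cells stimulated with the agonist NPW; 0% = agonist with vehicle and 100% = vehicle without agonist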
Target sequence (P48145 whole entry, looked up): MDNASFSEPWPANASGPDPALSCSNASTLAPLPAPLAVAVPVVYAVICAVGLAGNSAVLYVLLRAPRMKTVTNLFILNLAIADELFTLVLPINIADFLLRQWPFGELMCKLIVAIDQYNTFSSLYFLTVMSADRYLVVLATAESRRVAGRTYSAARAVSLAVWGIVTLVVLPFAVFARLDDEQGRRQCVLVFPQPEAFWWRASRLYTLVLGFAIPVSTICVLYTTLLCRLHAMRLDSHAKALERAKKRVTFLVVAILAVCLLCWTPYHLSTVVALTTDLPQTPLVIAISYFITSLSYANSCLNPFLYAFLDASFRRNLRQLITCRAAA
HCV NS3 hel inh – HCV NS3 helicase inhibition. AID 1800. inhibition, % at 10.9 µM. NS3 helicase DNA unwinding, Cy5 molecular beacon fluorescence. 290,000 compounds, 0.56% hits;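 active = inhibition above the mean of all tested compounds plus 3 SD, set per campaign, cut at about 35% in these data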;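 also: 0% = DMSO wells and 100% = thioflavine S control wells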
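assay system = NS3 helicase fragment of HCV | buffer or medium = MOPS pH 6.5, MgCl2, DTT, Tween20, BSA | timing = 60 min unwinding reaction at 25 °C after ATP addition | signal = Cy5 beacon fluorescence read at start and 1 h | read-out basis = % inhibition of unwinding | control set = low DMSO, high thioflavine S at 110 µM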
Active calls of the source: *; / = no result given. An unsorted share of the library, and some 4.3% of all compounds hit somewhere here.

SMILES	V1R ag counter	DNA FID counter	IMP-1 inhibitor	VIM-2 inh	PHOSPHO1 block	OXTR ag	GalR3 antagonist	GPR7 antag	HCV NS3 hel inh
Cc1csc(N2CCN(c3cc4nc(-c5ccncc5)[nH]c4cc3Cl)CC2)n1	1.1	-10	-4.2	-3.0	-7	2.7	-5	3	14
O=C(Nc1ccccc1C(=O)OC1CCOC1=O)c1ccco1 (stereo unspecified)	0.2	0	-3.5	-0.4	-27	-0.6	-3	-10	5
COc1ccc(C2CC(c3ccc(OC)cc3)n3nc(NC(=O)c4ccco4)nc3N2)cc1 (stereo unspecified)	1.0	-25	-4.9	-3.3	9	0.3	-2	0	-6
Cn1c(=O)n(CC#N)c2ccccc21	1.7	0	-2.2	-0.5	-95	1.2	4	-6	5
CC1=C(C)CC(C(=O)Nc2nc(-c3ccc(C)cc3C)c(C)s2)C(C(=O)O)C1 (stereo unspecified)	-1.2	-27	-1.6	-1.5	-7	-1.1	-1	-1	19
CCc1ccc(NC(=O)CCC(=O)c2ccc(C)cc2)cc1	-1.1	-19	0.9	0.8	38	-1.9	-9	20	0
C=COCCNC(=O)Nc1ccc(Cl)cc1Cl	-0.4	3	-1.8	-0.2	19	4.3	-7	-13	-11
CCOc1ccc(OCCOCCN2CCc3ccccc3C2)cc1	0.3	21	-2.7	-4.2	4	0.2	-5	19	-12
Cc1ccc(NC(=O)C2C3/C=C\CCCCC32)cc1C (stereo unspecified)	-0.8	-6	0.0	-1.4	19	-1.2	-6	2	4
CN1CCC(N(C)C(=S)Nc2ccc(F)cc2)CC1	0.0	4	-3.9	-1.4	-62	1.7	-2	-2	-1
O=C(NCCN1CCOCC1)Nc1ccc(Cl)cc1Cl	-1.0	-3	-2.6	-0.1	7	-0.7	-3	-3	8
CCN(CC(=O)NCc1ccc(Cl)cc1)Cc1cc(=O)n2ccsc2n1	0.2	-16	-2.4	-0.7	-1	0.2	4	-16	-4
O=C(COc1ccc([N+](=O)[O-])cc1Cl)NCC1CCCO1 (stereo unspecified)	2.0	-1	-1.1	-1.3	2	-0.1	-3	-17	1
COc1ccc(N2C(=O)CC(C#N)=C2N)cc1	0.9	-14	-3.0	-0.7	21	0.2	3	-14	0
Oc1c(C(c2ccccn2)N2CCC(Cc3ccccc3)CC2)cc(Cl)c2cccnc12 (stereo unspecified)	2.6	-16	-4.3	-2.0	-7	2.7	-5	-16	2
CC1CCCCN1CC(=O)NCc1ccc2c(c1)OCO2 (stereo unspecified)	-0.7	6	-1.2	0.7	-7	-0.2	-3	-4	-1
O=C(N/C(=C\c1cccc([N+](=O)[O-])c1)C(=O)N(CCO)CCO)c1ccco1	0.4	-2	-1.1	-2.2	-3	-0.3	2	-4	-5
Cc1cccc(C)c1N1CCN(c2ccc3nnc(C(F)(F)F)n3n2)CC1	-0.5	-12	-2.7	-3.0	9	-1.0	3	-1	-10
C[C@@H]1C=C(C(=O)N2CCN(Cc3ccccc3)CC2)O[C@H](OCc2ccc(CO)cc2)C1	6.7	-33	-3.2	-3.7	36	-0.5	-2	-17	4
CCc1nnc(NC(=O)CCC(=O)N2CCN(c3cc(C)ccc3C)CC2)s1	1.8	-51	-1.4	-3.8	-12	1.0	-7	6	-4
Cc1csc(NC(=O)c2ccccc2O)n1	1.2	0	-2.9	0.3	19	-0.1	2	-1	-4
COc1ccc(CNc2cccc(F)c2)cc1Br	-0.7	1	-1.8	-2.2	15	-1.5	-1	-6	-2
C=CCNC(=S)NNC(=O)c1csc(C)c1C	0.0	2	-1.9	-3.3	24	-0.1	-1	-6	-8
Cc1cccc2sc(N(CCCN(C)C)C(=O)COc3ccc(Cl)cc3)nc12	10	20	-2.8	-1.3	12	15	-7	10	-52
Cc1cc(NC(=O)c2cc(F)c(F)cc2Cl)no1	1.4	0	-0.8	0.2	-11	0.7	4	-12	6
CCc1cccc(CC)c1NC(=O)c1cccc(NC(=O)c2ccccc2)c1	0.4	-15	3.1	-0.3	14	-1.2	-4	19	1
Fc1ccc2c(c1)/C(=N/Nc1ccccn1)CCS2	-0.8	1	-2.1	1.4	-18	-1.7	-3	3	-11
CN(C)CCNC(=O)C(=O)NCC(c1ccc2c(c1)OCO2)N1CCN(c2ccc(F)cc2)CC1 (stereo unspecified)	0.8	16	-4.6	-1.7	10	-0.4	-1	3	-33
CCOC(=O)CCC(NC(=O)CCCCC(=O)NC(CCC(=O)OCC)C(=O)OCC)C(=O)OCC (stereo unspecified)	0.3	-23	-5.1	-1.2	-16	-0.1	3	-3	-12
O=Cc1cccc(OC(=O)/C=C/c2ccco2)c1	-0.5	-9	-4.6	-2.1	10	-0.5	-10	-8	32
O=C(COC(=O)c1cc(-c2cccc3ccccc23)nc2ccccc12)NC1CCS(=O)(=O)C1 (stereo unspecified)	2.6	-21	-3.8	-1.6	-22	0.5	6	-11	-9
O=C(COC(=O)/C=C/c1cnc2ccccc2n1)NCC(F)(F)F	0.6	0	-5.3	-1.7	3	0.8	-1	-6	-12
Cc1cc(C)nc(SCc2nnc(SCC(N)=O)n2Cc2ccco2)n1	0.5	-5	-3.0	0.0	-9	0.1	-1	3	-4
CCOC(=O)COc1cc2oc(=O)cc(C)c2cc1[N+](=O)[O-]	0.5	-3	-0.5	-1.6	-6	0.7	-1	-5	0
Cc1nn(CCCC(=O)NCCc2ccc(Cl)cc2)c(=O)c2nn(-c3ccccc3)c(C)c12	4.2	-42	-2.0	-0.6	32	-1.9	0	-9	-3
CCn1cc(C(=O)O)c(=O)c2cnc(N3CCN(C(=S)Nc4ccccc4Cl)CC3)nc21	0.3	-8	-2.4	-1.1	-4	-0.5	-3	-8	1
Cc1ccc(C(=O)NCCCN2CCOCC2)c(C)c1	0.8	0	-1.9	-2.4	34	-0.3	-8	-14	-2
O=c1c2cccc(Cl)c2nc2n1Cc1ccccc1-2	0.1	-2	-0.6	0.5	81*	-0.2	-5	-12	3
OC(CNCCc1ccc(Cl)cc1Cl)COc1ccccc1 (stereo unspecified)	8.1	15	-0.6	-1.4	46	9.4	-13	10	-46
COc1cc(C(=O)OCC(=O)c2c[nH]c3ccccc23)ccc1OCC(=O)N1CCOCC1	0.3	-14	0.0	3.7	35	-0.5	0	9	-13
O=C(c1ccco1)N1CCN(S(=O)(=O)c2ccc3c(c2)CCN3C(=O)C2CC2)CC1	0.9	-14	1.7	2.2	27	-0.4	-4	-1	-8
COC(=O)c1cc(N=C(N)N=C(N)N)cc(C(=O)OC)c1	-1.4	1	-2.6	9.0*	46	0.0	-2	-13	7
CCN(Cc1ccccc1)c1ccc(/C=N/NS(=O)(=O)c2ccc(C)c([N+](=O)[O-])c2)cc1	-1.7	-8	-0.8	-1.1	-20	-2.1	4	-3	1
O=C(O)/C=C\c1ccccc1Oc1ccc(F)cc1	1.4	-20	-2.7	-3.0	0	0.5	-1	-1	9
CN(C)NC(=O)c1cccc(Cl)c1	1.2	0	-1.4	0.5	21	1.9	1	1	-1
Cc1ccc(S(=O)(=O)N(C)C)cc1NC(=O)CN1CCCC1	-0.2	-4	-4.0	-4.6	23	0.0	-8	-4	6
O=C(CSc1nnc(Cc2cc(=O)[nH]c(=O)[nH]2)n1-c1ccccc1)N1CCCC1	0.2	-1	0.1	1.3	51	0.4	-1	-8	-2
O=C(Nc1ccncc1)c1ccc(Cl)c(Cl)c1	5.8	2	-1.6	0.0	23	8.2	-10	-9	-16
Cc1[nH]c2ccccc2c1-c1csc(NC(=O)CN2CCOCC2)n1	1.4	3	-3.2	-3.1	25	2.5	-7	-7	3
O=C(NC12CC3CC(CC(C3)C1)C2)c1ccc(-c2ccc(Cl)cc2)o1	0.2	-4	-0.5	0.5	-4	-2.9	-1	-8	10
O=C(NCC(c1cccnc1)N1CCN(c2ccccc2F)CC1)OCc1ccccc1 (stereo unspecified)	6.4	-30	-8.9	-3.8	18	3.9	-3	8	-1
CN(Cc1cccs1)C(=O)Cn1cnc2cc([N+](=O)[O-])ccc2c1=O	-0.3	7	-2.4	-2.4	-4	-0.8	-4	-8	-10
N=C1S/C(=C\c2ccccc2F)C(=O)N1c1ccc(F)cc1	0.2	1	-4.6	-2.9	6	0.1	-3	-9	-1
Cc1ccccc1Cc1n[nH]c(=S)n1N	0.9	-2	-3.5	1.0	-13	0.9	-7	-10	-1
Cc1ccc(-n2[nH]c(C)c(/C=N/c3ccccn3)c2=O)cc1	0.2	6	-3.3	-3.3	19	1.3	-8	-13	-4
O=C(N/N=C/c1ccc(Cl)cc1)c1nc2ccc([N+](=O)[O-])cc2c(=O)[nH]1	-0.7	-2	-2.9	-3.6	43	0.9	-2	-7	3
COC(=O)c1cc(NC(=O)C2(S(=O)(=O)c3ccc(Cl)cc3)CC2)cc(C(=O)OC)c1	0.6	-5	-0.4	0.6	3	-0.4	6	-3	-7
O=C(O)c1ccc(COc2ccc3ccccc3c2)o1	0.1	-10	-2.8	-1.6	-8	1.6	2	-17	6
O=C(CSc1nc2ccccc2c(=O)n1NC(=O)Cc1ccccc1)NCCc1ccccc1	0.0	-17	-1.5	-2.6	18	-0.4	-5	13	2
COc1ccc(NC(=O)c2nn(C)c3c2CS(=O)(=O)c2ccccc2-3)cc1	1.9	-19	-2.6	-2.0	34	-0.2	-1	1	-1

2 entries from above in a different format:
| compound | V1R ag counter | DNA FID counter | IMP-1 inhibitor | VIM-2 inh | PHOSPHO1 block | OXTR ag | GalR3 antagonist | GPR7 antag | HCV NS3 hel inh |
| --- | --- | --- | --- | --- | --- | --- | --- | --- | --- |
| CN(Cc1cccs1)C(=O)Cn1cnc2cc([N+](=O)[O-])ccc2c1=O | -0.3 | 7 | -2.4 | -2.4 | -4 | -0.8 | -4 | -8 | -10 |
| N=C1S/C(=C\c2ccccc2F)C(=O)N1c1ccc(F)cc1 | 0.2 | 1 | -4.6 | -2.9 | 6 | 0.1 | -3 | -9 | -1 |

The list continues:
SMILES	V1R ag counter	DNA FID counter	IMP-1 inhibitor	VIM-2 inh	PHOSPHO1 block	OXTR ag	GalR3 antagonist	GPR7 antag	HCV NS3 hel inh
COc1ccc(N/C=C/C(=O)C(F)(F)F)cc1	1.4	-1	-0.9	-5.6	3	-0.4	1	-5	-5
CN(C)c1ccc(NC(=O)CN2CCC(C(=O)c3ccc(F)cc3)CC2)cc1	0.7	5	-6.8	-1.2	8	1.3	/	13	24
Cc1ccc(S(=O)(=O)N2CCN(C(=O)CN3CCc4ccccc4C3)CC2)cc1	1.9	-5	-1.0	-1.4	-39	1.7	-8	1	-8
Cc1ccc(S(=O)(=O)c2nc(C)oc2N2CCOCC2)cc1	0.8	1	-1.5	-0.5	-5	-0.2	-4	-9	14

In the list so far, these contain a CF3 group:
SMILES	V1R ag counter	DNA FID counter	IMP-1 inhibitor	VIM-2 inh	PHOSPHO1 block	OXTR ag	GalR3 antagonist	GPR7 antag	HCV NS3 hel inh
Cc1cccc(C)c1N1CCN(c2ccc3nnc(C(F)(F)F)n3n2)CC1	-0.5	-12	-2.7	-3.0	9	-1.0	3	-1	-10
O=C(COC(=O)/C=C/c1cnc2ccccc2n1)NCC(F)(F)F	0.6	0	-5.3	-1.7	3	0.8	-1	-6	-12
COc1ccc(N/C=C/C(=O)C(F)(F)F)cc1	1.4	-1	-0.9	-5.6	3	-0.4	1	-5	-5
